PTHR1 agonist: qHTS for PTHR1 Agonists: Primary Screen | 410,000 tested, 0.075% active | AID 743266, 2014 | Potency, µM (doses to about 115 µM), inactives show top-dose activation, most hits filed as activators | HEK293 GP2 PTHR1 cells, GloSensor cAMP luminescence, 1 h | Parathyroid hormone/parathyroid hormone-related peptide receptor (Homo sapiens), Q03431; also: potency is read from the fitted curve at half-maximal effect; nearly all actives have a fitted effect of over 55% in size; some results filed as inactive show a strong effect at the top dose; inactives centre near -15; many of its hits are not listed in these tables
Target sequence (Q03431 whole entry, looked up): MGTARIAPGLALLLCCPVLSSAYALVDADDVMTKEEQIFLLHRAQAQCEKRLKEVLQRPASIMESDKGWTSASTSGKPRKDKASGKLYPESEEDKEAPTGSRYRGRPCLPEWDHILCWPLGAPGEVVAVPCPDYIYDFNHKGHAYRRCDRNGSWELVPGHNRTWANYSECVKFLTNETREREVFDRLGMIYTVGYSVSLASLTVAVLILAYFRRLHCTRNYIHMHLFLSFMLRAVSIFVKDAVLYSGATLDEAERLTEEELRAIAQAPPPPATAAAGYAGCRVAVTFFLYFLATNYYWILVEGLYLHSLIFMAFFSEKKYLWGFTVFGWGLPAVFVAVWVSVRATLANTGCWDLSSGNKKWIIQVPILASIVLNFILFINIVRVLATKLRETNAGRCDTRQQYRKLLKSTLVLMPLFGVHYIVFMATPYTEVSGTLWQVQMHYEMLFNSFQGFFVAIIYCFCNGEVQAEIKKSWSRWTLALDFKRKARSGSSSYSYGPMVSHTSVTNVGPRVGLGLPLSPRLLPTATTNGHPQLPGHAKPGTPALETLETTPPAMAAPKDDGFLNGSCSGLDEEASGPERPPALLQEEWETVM
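HEK-293-derived GP2 cells expressing PTHR1 and a GloSensor cAMP reporter, 3,000/well, plated overnight, given luciferin plus IBMX (each 0.5 mM as added) for 1 h at 37 °C, then compound for 1 h at 37 °C. Luminescence was read after 15 min at room temperature.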
CCT modulator: High-Throughput Screening for Modulators of Cytosolic Chaperonin Activity; 360,000 tested, 0.3% active; AID 651819, 2012; purified chaperonin ATPase assay, HTRF ADP detection, 30 min; activity change, % (concentration not given with the values), hits read low; in the data active = activity change below about -30%; also: % is scaled to controls: 0 for no effect and ±100 for the full control effect
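First, chaperonin was dispensed at 40 nM or 20 nM final depending on batch activity. Next, compounds were pinned at 76 uM and ATP added at 10 uM. After 30 min at 37 °C, ADP detection reagents ran 30 min at ambient temperature.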
EPAC2 antagonist: qHTS for Antagonist of cAMP-regulated guanine nucleotide exchange factor 2 (EPAC2): primary screen | 360,000 tested, 0.18% active | Potency, µM (top dose mostly 114 µM), for the others: top-dose activity, negative = inhibition, hits mostly inhibitors | AID 720708, 2013 | EPAC2 GEF exchange of Rap1B-BODIPY-GDP, fluorescence | Rap guanine nucleotide exchange factor 4 (Homo sapiens), Q8WZA2; also: potency is read from the fitted curve at half-maximal effect; % is scaled to controls: 0 for no effect and ±100 for the full control effect; nearly all actives have a fitted effect of over 45% in size; many of its hits are not listed in these tables
D3 ag: qHTS of D3 Dopamine Receptor Agonist: qHTS. AID 652048, 2013. 410,000 tested, 0.58% active. max activation, %. D(3) dopamine receptor (Homo sapiens), P35462. D3R DiscoveRx beta-arrestin cells, luminescence, 90 min; in the data active = max activation above about 30%; also: 0% is about no effect; mostly tested at two doses, the higher about 12 µM
Target sequence (P35462 whole entry, looked up): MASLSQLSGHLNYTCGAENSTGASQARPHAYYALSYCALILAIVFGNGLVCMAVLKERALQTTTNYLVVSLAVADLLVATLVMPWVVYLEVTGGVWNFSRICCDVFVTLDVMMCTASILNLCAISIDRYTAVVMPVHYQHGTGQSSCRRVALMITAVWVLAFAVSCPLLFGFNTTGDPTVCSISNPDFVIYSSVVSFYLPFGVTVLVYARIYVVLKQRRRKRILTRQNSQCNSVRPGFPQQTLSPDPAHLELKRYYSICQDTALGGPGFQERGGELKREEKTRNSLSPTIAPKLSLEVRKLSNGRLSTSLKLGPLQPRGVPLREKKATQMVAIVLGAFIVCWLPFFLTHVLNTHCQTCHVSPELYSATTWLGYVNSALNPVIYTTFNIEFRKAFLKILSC
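Agonist-mode cell screen: cells plated at 1500/well and incubated overnight at 37 °C, then exposed to library compounds for 90 min at 37 °C. Detection reagent was added for 30–60 min at room temperature, and luminescence was read.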
pAkt inh: HTS Assay for Inhibitors of Akt Phophorylation: Primary Screen | activity change, % for hits at 50 µM | Neuro2A IGF-stimulated pAkt S473 HTRF, 20 min; hits give low values | AID 651550, 2012 | 360,000 tested, 0.32% active; in the data active = activity change below about -80%; inconclusive = mostly about -51% to -80%; also: % is scaled to controls: 0 for no effect and ±100 for the full control effect
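Single-point screen (50 µM final compound) in Neuro2A cells stimulated 20 min with 6 nM IGF at 37 deg C. After lysis, Ser473-phosphorylated Akt read by HTRF (ex 330 nm, em 615/665 nm) as the 665/615 ratio.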
MmCpn inh: Inhibitors of TCP-1 ring complex (TRiC) of Methanococcus maripaludis (MmCpn): qHTS. purified Mm-Cpn ATPase, ADP Transcreener TR-FRET. Potency, µM (highest dose often 76.9 µM), for inactives: at the highest dose activity, negative = inhibition, most hits filed as inhibitors. 330,000 tested, 0.031% active; also: potency is read from the fitted curve at half-maximal effect; % is scaled to controls: 0 for no effect and ±100 for the full control effect; nearly all actives have a fitted effect of over 80% in size
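Quantitative HTS used 25 nM Mm-CPN and 10 uM ATP in magnesium/KCl Tris buffer, pH 7.4, with 1 mM DTT. Hydrolysis ran 30 min at 37°C; ADP was read by HTRF.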
D3 antag: qHTS of D3 Dopamine Receptor Antagonist: qHTS; max response, negative = inhibition, %; D3R cells, DiscoveRx beta-arrestin luminescence, antagonist mode; hits give low values; D(3) dopamine receptor (Homo sapiens), P35462; 360,000 tested, 2.5% active; in the data active = max response below about -50%; inconclusive = no clear call, values can overlap the other calls; also: % is scaled to controls: 0 for no effect and ±100 for the full control effect; mostly tested at two doses, the higher about 12 µM
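Cells expressing the human receptor were seeded at 1500 cells/well, incubated overnight at 37 degrees C in 5% CO2, then exposed to library compounds with dopamine controls for 90 minutes at 37 degrees C before luminescent detection.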
EPAC2 ag: qHTS for Agonist of cAMP-regulated guanine nucleotide exchange factor 4 (EPAC2): primary screen; EPAC2 activation, biochemical qHTS; response scale: 100% = 6.5 mM cAMP response; Potency, µM (series often up to 154 µM), without a hit: at the highest dose activation, usual class: activators; 360,000 tested, 0.079% active; AID 720711, 2013; also: potency is read from the fitted curve at half-maximal effect; nearly all actives have a fitted effect of over 50% in size
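Compounds were titrated in qHTS against a Rap1B-BODIPY-GDP (250 nM) complex with EPAC2 (100 nM) and GDP (50 uM). BODIPY-GDP release tracked at 480/540 nm over 30 min at room temperature, normalized to 6.5 mM cAMP.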
An asterisk follows results filed as active; i = inactive; ? = inconclusive; / = not tested or not shown; & = joins results of further samples; [ ] = dose if it differs, or a comment. Unless noted, calls follow the shape of the dose curve; as a rule, active = well fitted curve in the direction sought with a large enough effect; inconclusive = small, poorly fitted or top-dose-only effect, or another doubt; inactive = no such curve, though single readings can be large; an effect the other way counts as inactive or inconclusive. Some of the compounds tested; the hit share may differ from the screen's.

#	Structure	PTHR1 agonist	CCT modulator	EPAC2 antagonist	D3 ag	pAkt inh	MmCpn inh	D3 antag	EPAC2 ag
1	O=C(NC1CCSC1=O)c1ccc(Oc2cccc(C(F)(F)F)c2)nc1 (centres undefined)	-46%[inhibitor]	1.7	28%	2	i	2%	4	8%
2	CC(NC(=O)c1ccc([N+](=O)[O-])cc1[N+](=O)[O-])c1ccc(-c2ccccc2)cc1 (centres undefined)	-22%	-6.8	-3%	-1	i	0%	-3	-17%
3	Cc1ccc(NC(=O)CCN2C(=O)CSC2=O)cc1	8%[57.5 µM]	0.6	1%	-1	i	2%	0	1%
4	COC(=O)c1ccccc1NC(=O)CSc1nncn1-c1cccnc1	-12%	-2.6	2%	-3	i	2%	-4	8%
5	O=C(NC(=S)N1CCCCC1)c1cccs1	i	1.2	-3%	-2	i	-3%	32	6%
6	O=C(NCC1CC1)c1csc([C@@H]2O[C@H](CO)[C@H](O)[C@H](O)[C@H]2O)n1	-9%	-0.2	4%	4	i	/	1	-2%
7	O=C(NCCO)c1nc(C(=O)c2ccc(Cl)cc2)c2ccccc2n1	-22%	0.9	-4%	13	i	0%	27	1%
8	COc1ccc(N2CC(O)(c3ccc(OC(F)F)cc3)[N+]3=C2CCCC3)cc1 (centres undefined)	i	0.2	1%	-14	i	-3%	-50*	3%
9	O=C(Nc1ccc(Br)cc1)C1CCN(C(=O)c2ccc(F)cc2)CC1	-31%[inhibitor]	-0.2	3%	5	i	?	0	-9%
10	OC(c1cccnc1)c1nc(/C=C/c2ccc(C(F)(F)F)cc2)cs1 (centres undefined)	-46%[inhibitor]	-3.8	2%	-8	i	/	0	18%
11	O=C(Cc1c(Cl)cccc1Cl)NCCc1ccc(Cl)cc1	i	-0.7	15%	-16	i	2%	-14	14%
12	CC(=O)Nc1ccc(CN2CCCC(C(=O)c3ccc(C(F)(F)F)cc3)C2)cc1 (centres undefined)	-4%	0.4	2%	-6	i	5%	14	1%
13	Cc1cccc(CC(C)NC(=O)c2cc(COc3ccc(F)cc3F)on2)n1 (centres undefined)	-20%	-2.7	-1%	-2	i	-2%	-10	7%
14	O=C(c1ccc(N2CCCC2)c([N+](=O)[O-])c1)N1CCN(S(=O)(=O)c2ccc(Cl)cc2)CC1	i	-3.9	-4%	-2	i	-2%	-6	17%
15	CC1=NN(c2ccc([N+](=O)[O-])cc2)C(c2ccccc2)C1 (centres undefined)	-32%[inhibitor]	-1.0	-9%	-3	i	-1%	-10	28%

Following part.
#	Structure	PTHR1 agonist	CCT modulator	EPAC2 antagonist	D3 ag	pAkt inh	MmCpn inh	D3 antag	EPAC2 ag
16	CSc1ccc(CNC(=O)C2(C)CCCN2CC(C)C)cc1 (centres undefined)	i	1.7	10%	-2	i	/	3	0%
17	O=S(=O)(NCCC(c1ccc(F)cc1)c1ccco1)c1ccccc1 (centres undefined)	-22%	-2.9	-4%	2	i	2%	2	3%
18	Cn1c2ccccc2c(=O)c2cc(NCCCN3CCOCC3)ccc21	-3%	0.7	12%	-58	i	-7%	?	-2%
19	CC(NC(=O)COC(=O)c1cccnc1Cl)C12CC3CC(CC(C3)C1)C2 (centres undefined)	-16%	-2.5	-12%	-1	i	0%	-23	12%
20	CCn1c(SCC(=O)N2CCCCC2)nnc1-c1ccc(S(=O)(=O)N2CCN(C)CC2)cc1	i	-0.4	-1%	1	i	2%	3	10%
21	CCC1CCCCN1CCCNC(=O)Cn1ncn2nc(-c3ccc(OC)cc3)cc2c1=O (centres undefined)	i	0.3	7%	-12	i	-2%	5	-2%
22	O=c1[nH]c(-c2ccc(Cl)cc2)cs1	i	-0.3	-17%	-2	i	1%	0	3%
23	CC1(C)CC(=O)C=C(c2ccc(COC(=O)/C=C/c3ccccc3)cc2)C1=O	-46%[inhibitor]	0.6	11%	-4	i	/	-6	6%
24	CSc1ccc(CCNC(=O)CCc2nnc3ccc(N4CCCCC4)nn23)cc1	i	-0.9	6%	-7	i	-4%	3	14%
25	O=C(c1sc2cc(F)ccc2c1Cl)N1CCN(c2ccccc2)CC1	-39%[inhibitor]	-2.3	-10%	-16	i	0%	?	14%
26	Cc1nc(Cc2nnc(SCC(=O)N3CCN(c4ccc(O)cc4)CC3)o2)cs1	-16%	-0.2	5%	-8	i	-4%	2	6%
27	COC(=O)c1cccc(COC(=O)c2cc3ccccc3oc2=O)c1	-4%	1.2	-2%	-4	i	0%	4	5%
28	COC(=O)c1sc2nc(C)cc(C)c2c1N	-1%	1.7	5%	-5	i	-5%	24	-6%
29	CCOC(=O)C1=CCN(S(=O)(=O)c2ccccc2Br)C1c1ccc(Cl)c(Cl)c1 (centres undefined)	-5%	-0.9	?	-6	i	/	-15	5%
30	CN1CCC(N(C)C(=O)c2ccc(Cl)c(S(=O)(=O)N3CCCCC3)c2)CC1	-17%	1.5	4%	-4	i	2%	3	5%

4 successive records from above, quoted:
#	Structure	PTHR1 agonist	CCT modulator	EPAC2 antagonist	D3 ag	pAkt inh	MmCpn inh	D3 antag	EPAC2 ag
27	COC(=O)c1cccc(COC(=O)c2cc3ccccc3oc2=O)c1	-4%	1.2	-2%	-4	i	0%	4	5%
28	COC(=O)c1sc2nc(C)cc(C)c2c1N	-1%	1.7	5%	-5	i	-5%	24	-6%
29	CCOC(=O)C1=CCN(S(=O)(=O)c2ccccc2Br)C1c1ccc(Cl)c(Cl)c1 (centres undefined)	-5%	-0.9	?	-6	i	/	-15	5%
30	CN1CCC(N(C)C(=O)c2ccc(Cl)c(S(=O)(=O)N3CCCCC3)c2)CC1	-17%	1.5	4%	-4	i	2%	3	5%

(next part)
#	Structure	PTHR1 agonist	CCT modulator	EPAC2 antagonist	D3 ag	pAkt inh	MmCpn inh	D3 antag	EPAC2 ag
31	CC1(C)CC(=O)C(N=Nc2ccc(S(=O)(=O)N3CCOCC3)cc2)=C(O)C1	?	-2.5	-10%	-8	i	2%	-16	7%
32	CC(C)C(=O)Nc1cccc(S(=O)(=O)NC2=NCCC2)c1	-24%	-1.7	-10%	-3	i	/	?	6%
33	Cc1cccc(C(=O)OCC(=O)NC(=O)Cc2ccccc2)c1O	i	-1.3	-1%	-4	i	2%	-8	0%
34	COc1ccc(/C=C(\NC(=O)c2ccc(OC)cc2)C(=O)NC(CCSC)C(=O)O)cc1 (centres undefined)	i	-1.4	13%	3	i	1%	16	-6%
35	O=C(NCc1cccnc1)c1ccc2c(c1)OCO2	i	0.3	7%	-4	i	-2%	-5	0%
36	CC1=C(C(=O)O)N2C(=O)C(NC(=O)c3ccccc3Cl)C2SC1 (centres undefined)	i	0.0	1%	2	i	1%	7	7%
37	CC(=O)Nc1ccc(/C=N/NC(=O)c2cccs2)cc1	i	-5.5	-4%	-4	i	2%	-17	7%
38	Cc1ccccc1NC(=O)Cc1nc(COC(=O)CCOc2ccccc2)cs1	i	0.1	-5%	1	i	-5%	-4	12%
39	COc1ccc(NC(=S)N2CCCC2)cc1	-6%	-0.5	24%	-10	i	0%	-1	9%
40	COC(=O)c1cc(=O)nc2sc(-c3cccs3)nn12	-19%[57.5 µM]	-1.1	4%	6	i	1%	-14	2%
41	CN(C)c1ccc(C(=O)Nc2ccc(CN3CCS(=O)(=O)CC3)cc2)cc1	i	1.2	0%	9	i	-12%	0	8%
42	COc1ccc(CNC(=O)[C@H](C)NC(=O)N2CCn3c2nc2ccccc23)cc1	i	-7.5	-2%	-2	i	1%	1	-3%
43	CCN(CC)CCOC(=O)C(Cc1cccc2ccccc12)CC1CCCO1 (centres undefined)	i	-2.0	3%	-12&-5	i	0%	6	6%
44	CCCCCCCCNS(=O)(=O)CCNC1CC1	i	0.6	1%	1	i	/	7	-2%
45	COc1ccc(NC(=O)NCCCCc2ccccc2)c(OC)c1	i	-0.5	2%	2	i	-1%	3	5%

Continuation:
#	Structure	PTHR1 agonist	CCT modulator	EPAC2 antagonist	D3 ag	pAkt inh	MmCpn inh	D3 antag	EPAC2 ag
46	CN1CCN(c2ncnc3c2ncn3[C@H]2CN(Cc3cccs3)C[C@@H](CO)O2)CC1	-15%	-0.2	-1%	-6	i	/	-12	0%
47	Cc1cc2oc3c(c(=O)c2cc1C)C(c1ccc(F)cc1)N(CCCN1CCOCC1)C3=O (centres undefined)	-18%	0.0	-15%	-5	i	3%	4	7%
48	CC(C)n1c(SCC(=O)N2CCN(C(=O)c3ccco3)CC2)nc2c1c(=O)n(C)c(=O)n2C	i	0.9	-6%	2	i	-1%	1	1%
49	CCN1C(=O)C(=O)N(CC(=O)NC(C)CCc2ccccc2)C1=O (centres undefined)	-5%	0.1	1%	7	i	1%	-19	14%
50	Cc1c(C(=O)O)sc2nc(/C=C/c3cccc(F)c3)[nH]c(=O)c12	-8%	-1.5	-22%	1	i	-10%	6	-2%
51	Cc1ccc2oc(=O)cc(CN3CCC(C)CC3)c2c1	-1%[57.5 µM]	-0.2	-2%	-12	i	0%	?	1%
52	COc1ccc(CCN2CC(C(=O)N3CCC(O)(c4ccccc4)CC3)CCC2=O)cc1 (centres undefined)	i	-2.0	8%	2	i	0%	-4	15%
53	C=CCn1c(SCc2ccc(F)cc2)nnc1-c1sc2nc(C)cc(C)c2c1N	i	1.9	0%	-3	i	-9%	0	-2%
54	COc1ccc(COC(=O)c2ccc(S(=O)(=O)N3CCCCC3)cc2)cc1OC	-6%	-6.5	9%	5	i	-1%	-12	0%
55	COc1ccc(C(=O)COC(=O)c2ccccn2)cc1OC	-18%	-0.7	4%	11	i	0%	10	4%
56	CC(=O)Nc1ccc(Nc2nnc(-c3ccc(O)cc3)c3ccccc23)cc1	-4%	-0.1	-7%	-5	i	1%	-2	9%
57	O=C(CN1CCOCC1)n1c2ccccc2c2ccccc21	-14%	-3.9	-2%	-5	i	3%	26	4%
58	CSc1nc(C)cc(-n2cc(F)c(=O)[nH]c2=O)n1	i	-0.1	7%	5	/	-1%	16	3%[15.6 µM]

High-throughput results from PubChem BioAssay.
